High-throughput results from PubChem BioAssay.
MgcRacGAP inhibition: MgcRacGAP GTPase-activating activity inhibitors, confirmation, biochemical, ADP Hunter fluorescence; MgcRacGAP-stimulated Rac1 GTP hydrolysis, ADP Hunter fluorescence; higher % means a stronger effect; GST-tagged Rac1 F28L mutant substrate; inhibition, % at 30 µM; hits with a dose series show IC50 in µM; 340,000 tested, 0.6% active; AID 624330;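 active means first-screen hits whose inhibition reached a set limit at any dose in the follow-up dose series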;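 further: fluorescence reports GDP produced by GAP-driven GTP hydrolysis; strong numbers were not always called active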
Dengue-2 NS5 capping: Dengue-2 NS5 methyltransferase inhibitors, primary screen, biochemical, confirmation dose response (AID 588689); Dengue-2 NS5 methyltransferase capping enzyme assay, biochemical; higher % means a stronger effect; inhibition, % at 25 µM; hits with a dose series show IC50 in µM; 340,000 tested, 0.3% active; in the data active means a potency from the dose series
Dengue-2 NS5 capping pilot replicate: also measured in Dengue-2 NS5 capping; calls as there; inhibition, %; measured here: pilot screen replicate inhibition
* hit, by the source's call.

SMILES	MgcRacGAP inhibition	Dengue-2 NS5 capping	others
C[C@@H]1CN([C@@H](C)CO)C(=O)Cc2cc(NS(=O)(=O)c3ccccc3)ccc2O[C@H]1CN(C)S(C)(=O)=O	5%	-2%
COc1ccc(C(=O)C2CCCN(C(=O)c3csc(SC)n3)C2)cc1F (stereo not drawn)	2%	-7%
CN1C[C@@H]2[C@@H]3C(=O)N(Cc4ccccc4)C(=O)[C@@H]3[C@](Cc3ccccc3)(C1=O)N2C(=O)c1ccccc1	0%	-3%
COc1ccc(NC(=O)N(C)C[C@H]2OCc3cnnn3CCCC(=O)N([C@@H](C)CO)C[C@H]2C)c(OC)c1	16%	-2%
C[C@H](CO)N1C[C@H](C)[C@H](CN(C)Cc2ccncc2)OCc2ccccc2-c2c(n(C)c3ccccc23)C1=O	6%	-2%
CCCCN1C=C(C(=O)c2ccccc2)C(=O)CC1	3%	-7%	Dengue-2 NS5 capping pilot replicate=-7.0
CCCn1c(N)c(N(CCOC)C(=O)c2c(CC)noc2C)c(=O)[nH]c1=O	8%	-6%
COc1ccccc1CNC(=O)CCCN1C(=O)NC2(CCCC2)C1=O	10%	7%
COc1ccc(C(C)=O)cc1COC(=O)CNC(=O)C1CCCCC1	1%	11%
O=c1onc(-c2ccccc2)n1Cc1ccc([N+](=O)[O-])cc1	11%	2%
CC(OC(=O)C1CC1)C(=O)Nc1ncc(Cl)cc1Cl (stereo not drawn)	1%	-8%
COc1ccc(C(=O)C(C)OC(=O)c2cccc(S(=O)(=O)Nc3c(C)n(C)n(-c4ccccc4)c3=O)c2)cc1 (stereo not drawn)	-8%	-8%
C[C@@H]1CN([C@@H](C)CO)C(=O)CCCn2nncc2CO[C@@H]1CN(C)C(=O)c1ccncc1	7%	1%
Cc1ccc(OCC(=O)Nc2ccc(C)c(F)c2)c([N+](=O)[O-])n1	8%	5%
Cc1ccc(NC(=O)CN2C(=O)NC(C)(CC(C)C)C2=O)cc1F (stereo not drawn)	13%	2%
CCOC(=O)c1ccccc1NC(=O)COC(=O)CCNS(=O)(=O)c1cccs1	3%	6%
O=C1[C@H]2[C@@H](c3ccc(C(F)(F)F)cc3)N[C@]3(CCCN(Cc4ccco4)C3=O)[C@H]2C(=O)N1Cc1ccccc1	8%	-7%
O=C1NC(=O)C2(CCCCCC2)N1	4%	-1%
Cc1ccc(NC(=O)c2ccc3c(=O)n4c(nc3c2)CCC4)cc1S(=O)(=O)N(C)C	10%	-4%
CCN(C[C@H]1N[C@@](Cc2ccccc2)(C(=O)OC)[C@H]2C(=O)N(Cc3ccccc3)C(=O)[C@@H]12)C(=O)NC(C)C	13%	-5%	Dengue-2 NS5 capping pilot replicate=-5.2
Cc1cccc(S(=O)(=O)Nc2ccc(S(=O)(=O)Nc3nccs3)cc2)c1	5%	6%
COc1ccc(N2C[C@H](C)[C@@H](CC(=O)Nc3ccccc3)C2=O)cc1	10%	-2%
C[C@H]1CN([C@@H](C)CO)S(=O)(=O)c2ccc(Br)cc2O[C@@H]1CN(C)C(=O)c1cccnc1	11%	9%
Cc1cc(C(=O)NNC(=O)Cc2ccc(Cl)c(Cl)c2)c(C)o1	9%	3%
CC1CC(C)CN(C(=O)COC(=O)c2ccc(S(=O)(=O)N(C)c3ccccc3)cc2)C1 (stereo not drawn)	-6%	-11%
O=C(CC1C[C@H](C(=O)N2CCCCC2)[C@@]2(CCc3ccccc3)c3[nH]c4ccccc4c3CCN2C1=O)NCCc1ccccn1 (stereo partly drawn)	10%	-4%	Dengue-2 NS5 capping pilot replicate=-2.8
Cc1ccc(S(=O)(=O)Nc2c(C)cc([N+](=O)[O-])cc2C)cc1	1%	2%
O=C(CSc1n[nH]c(=O)n1CCc1ccccc1)NC1CCCC1	20%	-7%
O=C(Nc1ccn(CCCNCC2CCCO2)c(=O)n1)OCc1ccccc1 (stereo not drawn)	2%	-2%
O=C(/C=C/c1ccccc1)Nc1cccc(C(=O)NCCc2ccccc2)c1	7%	-4%	Dengue-2 NS5 capping pilot replicate=0.9
Cc1ccc(OCC(=O)NNC(=O)CSC(=S)N2CCCC2)cc1	5%	1%
NC(=O)c1c(NC(=O)c2ccccc2F)sc2c1CCC2	4%	1%
CC(C)(C)OC(=O)C[C@@H]1C/C=C\C[C@@H](CC(=O)N[C@@H](CO)Cc2ccccc2)C(=O)N2CCC[C@H]2COC1=O	9%	5%
O=C(OCc1ccccc1)N1CCC2CC1c1cc(Cl)ccc12 (stereo not drawn)	2%	-1%
CSCCC(NC(=O)c1ccco1)C(=O)NCc1ccc2c(c1)OCO2 (stereo not drawn)	2%	-7%
COC(=O)C1OC(OC2CC[C@]3(C)C(CC[C@@]4(C)[C@@H]3CC=C3[C@@H]5CC(C)(C)CC[C@]5(C(=O)OC5OC(CO)C(O)C(O)C5O)CC[C@]34C)C2(C)C)C(O)C(O)C1O[C@H]1OCC(O)C(O)C1O (stereo partly drawn)	0%	-2%	Dengue-2 NS5 capping pilot replicate=-4.2
CC1=CC[C@@]23CCCN2C(=O)CCC[C@H]3C1	10%	4%	Dengue-2 NS5 capping pilot replicate=-1.8
O=C(C1CC=CCC1)N1CCCCCC1 (stereo not drawn)	0%	7%
O=C(CN1CCOCC1)NNC(=O)c1ccc(Cl)cc1	5%	-7%
Cc1ccc2c(c1C)-c1c(ccc(C)c1C)C(=O)C2=O	26%	-15%

Compounds above that contain a thiophene ring, fused or not (2):
SMILES	MgcRacGAP inhibition	Dengue-2 NS5 capping	others
CCOC(=O)c1ccccc1NC(=O)COC(=O)CCNS(=O)(=O)c1cccs1	3%	6%
NC(=O)c1c(NC(=O)c2ccccc2F)sc2c1CCC2	4%	1%

More results
SMILES	MgcRacGAP inhibition	Dengue-2 NS5 capping	others
O=C(Cc1cccc(NC(=O)C2CCN(C(=O)C3CC3)CC2)c1)Nc1cccc(C(=O)N2CCOCC2)c1	6%	-4%	Dengue-2 NS5 capping pilot replicate=-3.6
CC(=O)c1ccc(-c2ccc(C(=O)NCC(c3ccco3)N(C)C)o2)cc1 (stereo not drawn)	-3%	-2%
N#CCc1ccnc2ccccc12	-5%	-5%
COc1ccc(CNC(=O)CCNC(=O)N2CC(=O)Nc3ccccc32)cc1	-26%	-1%
CC(=O)Nc1ccc(C=NNc2ccc(S(=O)(=O)Nc3ccccc3C(=O)O)cc2[N+](=O)[O-])cc1	16%	12%
CCCc1nnc(NC(=O)c2oc3ccccc3c2COCC)s1	0%	-9%
CC(C)NC(=O)c1cccc(NC(=O)CC2SC(N3CCCCC3)=NC2=O)c1 (stereo not drawn)	4%	-6%
COc1ccccc1-c1noc2c1C(=O)N(C(=O)OC(C)(C)C)CC2	12%	1%
O=C(Nc1ccc(N2CCOCC2)cc1)c1cccc(S(=O)(=O)N2CCOCC2)c1	11%	1%
COc1ccc(-c2ccc3oc(-c4ccsc4)cc(=O)c3c2)cc1F	3%	0%
CC1CCN(C(=O)COC(=O)c2cccs2)CC1	-1%	-1%
O=C(CCc1c[nH]c2ccccc12)N1CCN(S(=O)(=O)c2ccc(F)cc2)CC1	3%	-4%
O=C(CN1CCCC1c1cccs1)Nc1cc(S(=O)(=O)N2CCCC2)ccc1Cl (stereo not drawn)	-2%	7%
C[C@@H]1CN([C@H](C)CO)C(=O)CCCn2nncc2CO[C@@H]1CN(C)C(=O)C1CC1	12%	1%
O=c1[nH]cc(S(=O)(=O)N2CCN(c3ccccc3F)CC2)c(=O)[nH]1	12%	-1%
COc1cc(CN2c3ccccc3C(=O)CS2(=O)=O)cc(OC)c1	8%	4%	Dengue-2 NS5 capping pilot replicate=-0.9
O=C(O)C1CCN(S(=O)(=O)c2ccc(Cl)s2)CC1	-4%	-2%
CCNC(=O)N(C)C[C@H]1N[C@@](CC)(C(=O)OC)[C@H]2C(=O)N(Cc3ccccc3)C(=O)[C@@H]12	-1%	4%	Dengue-2 NS5 capping pilot replicate=2.1
CC(=O)Nc1nc(-c2ccc(-c3ccccc3)cc2)cs1	4%	-6%
O=c1cc(-c2ccccc2)oc2cc(O)ccc12	-2%	5%

Reprinted from the part before: five compounds, followed by the next part.
SMILES	MgcRacGAP inhibition	Dengue-2 NS5 capping	others
COc1cc(CN2c3ccccc3C(=O)CS2(=O)=O)cc(OC)c1	8%	4%	Dengue-2 NS5 capping pilot replicate=-0.9
O=C(O)C1CCN(S(=O)(=O)c2ccc(Cl)s2)CC1	-4%	-2%
CCNC(=O)N(C)C[C@H]1N[C@@](CC)(C(=O)OC)[C@H]2C(=O)N(Cc3ccccc3)C(=O)[C@@H]12	-1%	4%	Dengue-2 NS5 capping pilot replicate=2.1
CC(=O)Nc1nc(-c2ccc(-c3ccccc3)cc2)cs1	4%	-6%
O=c1cc(-c2ccccc2)oc2cc(O)ccc12	-2%	5%
COc1cc(OC)c(OC)cc1CNC(=O)c1cccc(S(=O)(=O)N2CCc3ccccc3C2)c1	9%	-2%
COc1ccccc1C1=CN(Cc2ccccc2)CCC1=O	2%	-8%
Cc1cnc(C(=O)OCC(=O)N(CC(C)C)C2CCS(=O)(=O)C2)cn1 (stereo not drawn)	-8%	2%
COc1ccc(NC(=O)Cc2ccc(C)c(C)c2)cc1S(=O)(=O)N1CCCCC1	5%	-8%
COc1cccc(NC(=O)COC(=O)C2CCCCC2)c1	-4%	-7%
CN1C[C@@H]2[C@@H]3C(=O)N(C)C(=O)[C@@H]3[C@](C)(C1=O)N2C(=O)c1ccc(Br)cc1	7%	-7%
O=C(NCc1ccc(F)cc1)c1cc(-c2ccccn2)nc2ccc(S(=O)(=O)N3CCOCC3)cc12	17%	-1%
CC(=NC1CCCCC1)c1ccc(O)cc1O	4%	-3%
CCOC(=O)C1=CN(Cc2cccc(F)c2)S(=O)(=O)N(CC)C1c1ccccc1 (stereo not drawn)	5%	-5%	Dengue-2 NS5 capping pilot replicate=-3.9
CC1CC(C)(C)CC2(C1)NC(=O)N(CC(=O)N1CCN(S(=O)(=O)c3cccc(Cl)c3Cl)CC1)C2=O (stereo not drawn)	4%	-10%
C=CC[C@@H](CC(=O)OC(C)(C)C)C(=O)OC[C@H]1CCCN1C(=O)[C@@H](CC=C)CC(=O)N(CCO)Cc1ccccc1	3%	-1%
COc1ccc(NS(=O)(=O)c2cccc(C(=O)N/N=C/c3ccccc3OC)c2)cc1	6%	3%
CCOc1ccc(NC(=O)COC(=O)C2COc3ccccc3O2)cc1 (stereo not drawn)	14%	-1%
CCCc1ccc(S(=O)(=O)N2CCN(C(=O)c3cc(C)on3)CC2)cc1	26%	1%
COc1cc(/C=C/C(=O)OCC(=O)NC(=O)NCc2ccco2)ccc1OC(F)F	1%	-8%
O=C(c1cccc(S(=O)(=O)N2CCc3ccccc32)c1)N1CCN(c2ccccc2)CC1	3%	-4%
O=C(CN1C(=O)NC2(CCOc3ccccc32)C1=O)NCCc1ccccc1 (stereo not drawn)	5%	-6%
Cc1ccc(S(=O)(=O)N2[C@@H](c3ccc(C#N)cc3)C(C(=O)O)=C[C@H]2CC2CCCC2)cc1	-4%	8%
Cc1cc(=O)[nH]c(SCC(=O)Nc2ccc(N3CCCCC3)cc2)n1	5%	3%
CC(=O)c1ccc(NC(=O)COC(=O)C2CC3C=CC2C3)cc1 (stereo not drawn)	2%	-10%

Among those listed so far, two have a cyano group:
SMILES	MgcRacGAP inhibition	Dengue-2 NS5 capping	others
N#CCc1ccnc2ccccc12	-5%	-5%
Cc1ccc(S(=O)(=O)N2[C@@H](c3ccc(C#N)cc3)C(C(=O)O)=C[C@H]2CC2CCCC2)cc1	-4%	8%

(cont.)
SMILES	MgcRacGAP inhibition	Dengue-2 NS5 capping	others
O=C(NN1C(=O)NC2(CCCCC2)C1=O)c1cccs1	2%	-4%
Cc1ccc(NC(=S)NC(=O)c2cccs2)cc1F	7%	25%
COC(=O)C1CCN(C(=O)COC(=O)/C=C/c2ccc(O)c(OC)c2)CC1	50µM*	-5%
COc1ccccc1NC(=O)COC(=O)c1cc(C)oc1C	0%	-7%
CCC1(c2ccccc2)NC(=O)N(CC(=O)NNC(=O)c2ccc(F)cc2)C1=O (stereo not drawn)	2%	-6%
O=S(=O)(Nc1cccc(S(=O)(=O)N2CCCC2)c1)c1ccc(Br)cc1	-28%	6%
COc1cc(OC)cc(C(=O)N2CCN(S(=O)(=O)c3ccc4c(c3)OCCO4)CC2)c1	10%	-1%
O=C(C[C@H]1C[C@H](C(=O)N2CCOCC2)[C@@]2(CCC3CCCC3)c3[nH]c4cc(-c5ccco5)ccc4c3CCN2C1=O)NCCc1ccccn1	8%	2%	Dengue-2 NS5 capping pilot replicate=0.6
OC1Cc2ccccc2C1Nc1cccc(C(F)(F)F)c1 (stereo not drawn)	2%	2%
CC(C)N(C(=O)[C@H]1C[C@H](CC(=O)NCCCN(C)C)C(=O)N2CCc3c([nH]c4ccc(Cl)cc34)[C@]12C)C(C)C	4%	-3%	Dengue-2 NS5 capping pilot replicate=0.0
CC(=NNC(=S)N(Cc1ccccn1)Cc1ccccn1)c1cnccn1	14%	-4%
Cc1cc(CCNC=O)c(C)c2c1oc1ccccc12	8%	2%
C=CCCC(=O)N1C[C@H]2CON(C)[C@H]2C[C@H]1c1cccc(Oc2ccccc2)c1	8%	-4%
Nc1nc(N)c(-c2cccc(C(F)(F)F)c2)c(Cc2cccc(C(F)(F)F)c2)n1	2%	-2%
CN1CCn2cnc(C(=O)N3CCN(c4ccccc4)CC3)c2C1=O	17%	-3%
COc1ccc(-c2csc(NC(=O)c3c(C)noc3C)n2)cc1F	6%	-4%
COc1ccccc1NS(=O)(=O)c1cccc(NC(=O)C(C)NC(=O)c2ccco2)c1 (stereo not drawn)	2%	-2%
O=C1NC(=O)C(=Cc2ccccc2)N1	-2%	-4%
C[C@@H](CO)NC(=O)c1[nH]cnc1C(=O)Nc1cccc(Cl)c1	13%	-3%
CCCn1c(CCl)nc2cc(S(=O)(=O)N3CCOCC3)ccc21	1%	3%

The list is partial; count on the stated rates, not on these rows.
